Assay outcomes as filed in PubChem BioAssay.
AMPAR-TARP mod – modulators of AMPA receptor GluA2-stargazin complexes. O88602+P19491. HEK293 GluA2+stargazin, membrane potential dye (FDSS), glutamate EC50; hits were called plate by plate, in both directions. calls only at 30 µM. actives 3.5% (n = 40,000). AID 1259245;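 active means any of four per-well response measures lying three or more SD from its plate-wide compound average, in either direction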
Target sequence (O88602 whole entry, looked up): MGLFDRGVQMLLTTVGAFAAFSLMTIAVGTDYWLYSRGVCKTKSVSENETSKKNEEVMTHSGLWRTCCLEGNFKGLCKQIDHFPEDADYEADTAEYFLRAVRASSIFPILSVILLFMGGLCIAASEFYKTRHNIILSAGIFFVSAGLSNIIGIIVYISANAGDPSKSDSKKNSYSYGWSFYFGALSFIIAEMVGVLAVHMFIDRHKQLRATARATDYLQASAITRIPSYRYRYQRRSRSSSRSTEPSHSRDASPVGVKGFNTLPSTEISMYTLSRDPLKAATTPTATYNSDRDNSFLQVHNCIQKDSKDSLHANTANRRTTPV
Target sequence (P19491 whole entry, looked up): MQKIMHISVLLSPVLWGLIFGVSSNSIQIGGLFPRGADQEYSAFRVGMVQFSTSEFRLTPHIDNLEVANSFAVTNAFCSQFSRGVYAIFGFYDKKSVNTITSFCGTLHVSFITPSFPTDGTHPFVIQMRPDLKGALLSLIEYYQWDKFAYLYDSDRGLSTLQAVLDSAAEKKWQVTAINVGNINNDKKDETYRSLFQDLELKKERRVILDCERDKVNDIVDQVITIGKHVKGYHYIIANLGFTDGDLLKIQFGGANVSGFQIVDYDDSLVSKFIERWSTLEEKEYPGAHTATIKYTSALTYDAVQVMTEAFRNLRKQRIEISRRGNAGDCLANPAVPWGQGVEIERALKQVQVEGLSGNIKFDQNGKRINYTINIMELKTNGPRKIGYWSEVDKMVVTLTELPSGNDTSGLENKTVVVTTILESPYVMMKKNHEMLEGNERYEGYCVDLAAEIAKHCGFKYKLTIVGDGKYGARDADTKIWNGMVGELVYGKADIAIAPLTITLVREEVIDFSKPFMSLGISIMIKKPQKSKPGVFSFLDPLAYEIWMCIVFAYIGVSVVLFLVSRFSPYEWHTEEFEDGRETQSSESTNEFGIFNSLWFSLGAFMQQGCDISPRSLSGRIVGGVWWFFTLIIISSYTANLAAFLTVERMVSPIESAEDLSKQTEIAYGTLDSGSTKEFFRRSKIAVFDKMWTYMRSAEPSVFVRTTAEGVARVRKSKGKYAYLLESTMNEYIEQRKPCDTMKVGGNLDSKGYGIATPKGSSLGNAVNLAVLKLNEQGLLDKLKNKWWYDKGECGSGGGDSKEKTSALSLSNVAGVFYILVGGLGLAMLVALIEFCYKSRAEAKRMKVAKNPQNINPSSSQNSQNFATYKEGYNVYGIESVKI
AMPAR-TARP mod agonism max-min – also measured in AMPAR-TARP mod; calls as there; compound max-min signal; compound-alone response (agonism);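 unitless range of fluorescence divided by baseline over first 100 seconds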
AMPAR-TARP mod glutamate slope – also measured in AMPAR-TARP mod; calls as there; glutamate slope, % of max; measured here: glutamate response slope, % max;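 scaled per plate between vehicle wells and maximal 1 mM glutamate control wells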
An asterisk follows results filed as active; i = inactive; + = active, no number; & = joins results of further samples. Some of the compounds tested, so the mix of outcomes need not match the whole.

Values run as follows: AMPAR-TARP mod	AMPAR-TARP mod agonism max-min	AMPAR-TARP mod glutamate slope
CCOc1ccc(-n2nnnc2CN2CCN(C(=O)C(CC)c3ccccc3)CC2)cc1 (centres undefined)
  i	0.0443	76.0
COc1ccc(NC(=O)CN2CCN(c3nccn3-c3ccc(C)cc3)CC2)c(OC)c1
  i	0.0301	40.3
Cc1ccccc1Nc1oc2c(c1-c1cccc([N+](=O)[O-])c1)c(=O)n(C)c(=O)n2C
  i	0.133	48.8
COc1ccc(-n2nnc3c(N4CCN(C(=O)c5cccs5)CC4)ncnc32)cc1
  i	0.172	65.7
C#CCSc1c(COC)cnc2c1c(=O)n(C)c(=O)n2C
  i	0.06	47.9
COc1cccc(CCNC(=O)Cc2csc(Nc3ccc(S(C)(=O)=O)cc3)n2)c1
  i	0.0722	59.0
Cc1cc(C(=O)NCC2CCN(S(C)(=O)=O)CC2)c(C)o1
  i	0.0538	37.5
O=C(Cc1ccc(NS(=O)(=O)c2ccc3c(c2)OCCO3)cc1)N1CCOCC1
  i	0.115	52.3
COc1ccc(C(F)(F)F)cc1NC(=O)CSc1nc(=O)n(N2CCN(C)CC2)c2c1CCC2
  i	0.127	56.1
COc1ccccc1N(CC(O)CN1C(C)CCCC1C)S(=O)(=O)c1ccccc1 (centres undefined)
  i	0.0436	38.1
O=C(Nc1ccc(F)c(Cl)c1)c1ccc(=O)n(Cc2cccc(F)c2)n1
  i	0.103	62.2
Cc1cnc2c(c1SCC(=O)N1CCc3ccccc31)c(=O)n(C)c(=O)n2C
  i	0.0436	63.4
O=S(=O)(/C=C/c1ccccc1)NCC1CCN(S(=O)(=O)C2CC2)CC1
  i	0.0774	44.4
Cc1[nH]c(=O)[nH]c(=O)c1Cc1nnc(SCc2cn3ccccc3n2)o1
  i	0.0831	55.8
O=C(O)CSc1nc2ccccc2c(=O)[nH]1
  i	0.0952	60.0
Cc1ccc(Nc2nc(C(=O)Nc3nc(CC(N)=O)cs3)cs2)c(C)c1
  i	0.101	65.6
Cc1ccc(N2C(=O)C3N=NN(CC(=O)NCc4ccccc4Cl)C3C2=O)cc1C (centres undefined)
  i	0.0417	33.8
O=C(CN1CCN(c2ccc(F)c(F)c2)C1=O)NCc1ccco1
  i	0.137	62.9
CCOc1cn(-c2ccc(F)cc2)nc1C(=O)Nc1ccc2c(c1)OCO2
  i	0.134	62.1
COc1ccc(F)cc1S(=O)(=O)NCCN1CCC(c2cccs2)CC1
  i	0.0816	52.7
Cc1ccc(Cl)cc1NC(=O)c1cnc2c(c(C)nn2-c2ccccc2)c1Cl
  i	0.0795	42.6
C=CCN1C(=O)SC(CC(=O)Nc2ccc([N+](=O)[O-])cc2)C1=O (centres undefined)
  +	0.171*	64.2*
N#Cc1ccc(Cl)cc1NC(=O)C(=O)N1CCN(Cc2ccc3c(c2)OCO3)CC1
  i	0.0559	57.6
COc1cccc(-c2ccc(=O)n(Cc3nc(-c4ccc(C)c(C)c4)no3)n2)c1
  i	0.0951	41.2
O=C(COc1ccccc1F)Nc1cc(-c2ccccc2)nn1CCO
  i	0.104	63.7
CCc1nc2sc(C(c3ccccc3F)N3CCCCC3)c(O)n2n1 (centres undefined)
  i	0.0831	48.0
O=C(COC(=O)CCCC1=NS(=O)(=O)c2ccccc2N1)Nc1ccc(F)c(Cl)c1
  i	0.0422	43.9
Cc1noc(C)c1S(=O)(=O)Nc1ccc2c(c1)N(C(=O)c1cccs1)CC2
  i	0.0857	46.1
COc1cc(OC)cc(C(=O)NCC(O)(c2ccccc2)C(F)(F)F)c1 (centres undefined)
  i	0.13	49.9
O=S(=O)(Nc1cccc(C(F)(F)F)c1)c1c(F)cccc1F
  i	0.148	38.3
COCC(C)Nc1nc(C)c([N+](=O)[O-])c(Nc2ccc(F)cc2)n1 (centres undefined)
  i	0.13	55.2
NC(=O)c1ccc(NC(=O)Cc2csc(NC(=O)c3ccc(=O)[nH]c3)n2)cc1
  i	0.0527	26.1
O=C(NCC1CCN(C(=O)c2cc3ccccc3o2)CC1)c1ccccc1Br
  i	0.0308	28.7
NC(=O)c1ccc(N=c2oc3ccccc3cc2S(=O)(=O)c2ccccc2)cc1
  i	0.118	63.4
Cc1ccc(Cl)cc1-n1nnnc1SCC(=O)Nc1nccs1
  i	0.0787&0.0448	34.5&91.6
COc1ccc(-c2nnc(C3CCCN(C(=O)NCCCl)C3)s2)cc1 (centres undefined)
  i	0.128	60.6
Cc1nc(-c2cccs2)c(CCC(=O)Nc2cc(Cl)ccc2C)s1
  i	0.102	68.9
O=C(Nc1cc2ccccc2oc1=O)C1CCCN(c2cc(-n3cccn3)ncn2)C1 (centres undefined)
  i	0.0511	60.2
O=C(NCc1ccc2c(c1)OCO2)C(=O)N1CCN(c2ccc(F)cc2)CC1
  i	0.0679	54.7
CCC(CC)C(=O)NCCS(=O)(=O)N1CCN(Cc2ccccc2)CC1
  i	0.0554	35.6

Looked up one by one from the entries so far, 2 records:
Values run as follows: AMPAR-TARP mod	AMPAR-TARP mod agonism max-min	AMPAR-TARP mod glutamate slope
Cc1ccc(Cl)cc1-n1nnnc1SCC(=O)Nc1nccs1
  i	0.0787&0.0448	34.5&91.6
Cc1noc(C)c1S(=O)(=O)Nc1ccc2c(c1)N(C(=O)c1cccs1)CC2
  i	0.0857	46.1

Additional records
Values run as follows: AMPAR-TARP mod	AMPAR-TARP mod agonism max-min	AMPAR-TARP mod glutamate slope
COC(=O)NC(C)c1nc2ccccc2[nH]1 (centres undefined)
  i	0.0797	47.1
O=C(NC1CCCCCC1)C1CCC(Cn2c(=S)[nH]c3ccccc3c2=O)CC1 (centres undefined)
  i	0.104	61.1
CCS(=O)(=O)N1CCCc2ccc(NS(=O)(=O)c3ccc4c(c3)OCCO4)cc21
  i	0.0407	71.4
CCN1CCc2c(sc(NC(=O)c3ccc(C(C)=O)cc3)c2-c2nc3ccccc3s2)C1
  i	0.191	77.3
Cc1cc(C(=O)N(Cc2cccnc2)c2nc3c(F)cc(F)cc3s2)on1
  i	0.0533	44.8
Cc1cc(C)cc(NC(=O)c2ccc(=O)n(Cc3cccc([N+](=O)[O-])c3)c2)c1
  i	0.0917	48.9
O=C(Cc1cc(-c2ccc3c(c2)OCCO3)on1)N1CCN(c2ccccc2Cl)CC1
  i	0.0522	33.1
COc1ccc(S(=O)(=O)N2CCC(C(=O)N3CCN(c4ccccc4)CC3)CC2)cc1
  i	0.0899	53.0
Cc1cn2c3c(=O)n(Cc4ccc(Cl)c(Cl)c4)c(=O)n(C)c3nc2n1CCN(C)C
  i	0.183	57.9
O=C(CCn1cncn1)Nc1ccc(Br)cc1
  i	0.084	50.5
CCOc1cc(-c2nnc(NC(=O)CS(=O)(=O)Cc3ccccc3)o2)cc(OCC)c1OCC
  i	0.0966	60.8
O=C(/C=C/c1ccccc1Cl)Nc1nnc(Cc2cccs2)o1
  i	0.0969	35.5
Cc1cccc(C)c1OCC(O)CN1CCCCC1C (centres undefined)
  i	0.0603	48.0
Cc1cc(NC(=O)CN2C(=O)c3ccccc3C2=O)ccc1N1CCCC1=O
  i	0.0898	46.2
CN(C)CCN(C(=O)c1ccc(S(=O)(=O)N(C)C2CCCC2)cc1)c1nc2ccccc2s1
  i	0.0562	60.5
Cc1ccc(NC(=O)C(C)N2C(=O)c3ccccc3S2(=O)=O)c(C)c1 (centres undefined)
  i	0.0323	46.0
Cc1nnsc1C(=O)NCCn1ncc2c(N3CCN(c4ncccn4)CC3)ncnc21
  i	0.08	76.2
COc1ccc(NC(=O)NCCNc2cc(-n3cccn3)nc(C)n2)c(C)c1
  i	0.0764	73.3
COc1ccc(S(=O)(=O)NCCCC(=O)O)cc1N(C)S(C)(=O)=O
  i	0.073	61.2
O=C(Cc1cc(-c2ccc3c(c2)OCO3)on1)N1CCc2ccccc2C1
  i	0.0498	54.8
Cc1ccc(C)c(NC(=O)c2ccc(=O)n(Cc3ccccc3F)c2)c1
  i	0.0236	54.2
Cc1cccc(N2CCN(S(=O)(=O)CCNC(=O)COc3ccccc3F)CC2)c1
  i	0.086	56.5
Cc1nn(C2CCS(=O)(=O)C2)c2nc(-c3ccccc3)cc(C(=O)Nc3ccc(F)cc3F)c12 (centres undefined)
  i	0.0886	54.9
CCn1nccc1C(=O)N=c1sc2ccccc2n1CCSC
  i	0.0749	48.3
CCn1nnc2c(Nc3cccc(Br)c3)ncnc21
  i	0.113	66.8
COC(=O)C12CC3CC(CC(NC(=O)c4ccc5nsnc5c4)(C3)C1)C2
  i	0.0977	43.0
CC(C)c1ccccc1NC(=O)C1CCCN(c2cc(-n3cccn3)ncn2)C1 (centres undefined)
  i	0.083	57.7
COc1ccc(S(=O)(=O)N2CCC(C(=O)Nc3ccc4c5c(cccc35)CC4)CC2)cc1
  i	0.0936	50.4
Cc1cc(C)nc(SCc2c(C(=O)NC3CCCC3)nnn2-c2ccccc2)n1
  i	0.0496	38.7
COc1cc(NC(=O)c2ccc(S(=O)(=O)c3ccc(Cl)cc3)nc2)cc(OC)c1OC
  i	0.0999	47.5
CCc1nnsc1C(=O)Nc1nnc(SCc2ccccc2)s1
  i	0.171	56.6
CC(C)c1nnc(C2CCN(C(=O)CCSc3ccccc3)CC2)o1
  i	0.117	45.5
COc1ccc(S(=O)(=O)Nc2nc(C(=O)NCCC3=CCCCC3)cs2)cc1
  i	0.0699	41.3
CS(=O)(=O)N1CCCc2ccc(NC(=O)C3(c4cccs4)CCCC3)cc21
  i	0.12	48.3
Cn1nc(-c2ccc(NC(=O)c3cccc4ccccc34)cc2)ccc1=O
  i	0.0248	39.6
COc1cc(C)c(C)cc1S(=O)(=O)Nc1ccc2c(c1)N(S(=O)(=O)c1ccccc1)CCC2
  i	0.101	67.0
COc1ccc(OCC(=O)Nc2ccc3c(c2)N(S(=O)(=O)c2ccccc2)CCC3)cc1
  i	0.0694	71.4
O=C(CN(Cc1ccc(Cl)cc1)S(=O)(=O)c1cccnc1)N1CCCc2ccccc21
  i	0.0668	55.0
CN1C(=O)NC2(CCN(C(=O)c3c(F)cccc3Cl)CC2)C1=O
  i	0.0423	54.0
CC(=O)N1CCc2c(sc(NC(=O)C3CC3)c2-c2nc3ccccc3s2)C1
  i	0.0753	40.7
Cc1cc(C(=O)N2CCN(C)CC2)nn1CC(=O)NCCC1=CCCCC1
  i	0.0869	61.1
O=C(Nc1ccc(OC(F)(F)F)cc1)c1ccc(S(=O)(=O)N2CCOCC2)o1
  i	0.101	52.3
COc1cc(C(=O)NCCN2CCN(c3ccccc3F)CC2)cc(OC)c1OC
  i	0.131	80.0
Cc1ccc(S(=O)(=O)Nc2ccccc2C(=O)Nc2ccc(C)cc2C(=O)c2ccccc2)cc1
  i	0.0489	74.1
CN(C)C(CNC(=O)c1ccc2nsnc2c1)c1ccccc1Cl (centres undefined)
  i	0.157	31.9
O=C(NCCc1ccccc1)c1ccc(Cn2c(=S)[nH]c3ccc(Br)cc3c2=O)cc1
  i	0.0745	74.8
O=C(Nc1c[nH]c2ccccc12)N1CCc2ccccc21
  i	0.216	50.3
CC(C)(C)NC(=O)N1CCC(c2ccsc2)CC1
  i	0.0761	57.0
COc1ccc(S(=O)(=O)CCC(=O)Nc2ccc3c4c(cccc24)CC3)cc1
  i	0.0863	71.1
CCc1ccc(S(=O)(=O)NCC2CCN(C(=O)Nc3ccccc3OC)CC2)s1
  i	0.0836	45.1
Cn1nnc2c(SCC(=O)Nc3ccc4c(c3)OCCO4)ncnc21
  i	0.0446	37.8
O=C(NC(C(=O)O)C12CC3CC(CC(C3)C1)C2)c1cc([N+](=O)[O-])ccc1Cl (centres undefined)
  i	0.0736	56.5
COc1ccc(C2NC(=O)NC(C)=C2C(=O)OC2CCCCC2)cc1 (centres undefined)
  i	0.132	72.1
O=C(/C=C/c1ccc([N+](=O)[O-])cc1)N(Cc1ccncc1)c1nc2ccc(F)cc2s1
  i	0.135	53.7
O=C(CCCCCn1c(=S)[nH]c2ccccc2c1=O)N1CCc2ccccc2C1
  i	0.0778	71.8
CC(C(=O)Nc1cccc([N+](=O)[O-])c1)N1C(=O)c2ccccc2S1(=O)=O (centres undefined)
  i	0.088	60.0
Cc1ccc(-c2ccc(=O)n(CCCNS(=O)(=O)c3ccc(F)cc3)n2)cc1
  i	0.073	65.1
Cc1nc2sc(C(c3ccc(F)c(F)c3)N3CC(C)CC(C)C3)c(O)n2n1 (centres undefined)
  i	0.0639	45.7
CCOC(=O)C1CCN(C(=O)C2CN(c3nc4c(F)cccc4s3)C2)CC1
  i	0.0815	56.8

Taken from above:
Entry of O=C(NC(C(=O)O)C12CC3CC(CC(C3)C1)C2)c1cc([N+](=O)[O-])ccc1Cl (centres undefined) under AMPAR-TARP mod glutamate slope: 56.5
Entry of CCc1ccc(S(=O)(=O)NCC2CCN(C(=O)Nc3ccccc3OC)CC2)s1 under AMPAR-TARP mod glutamate slope: 45.1
Entry of Cc1nc2sc(C(c3ccc(F)c(F)c3)N3CC(C)CC(C)C3)c(O)n2n1 (centres undefined) under AMPAR-TARP mod glutamate slope: 45.7
Entry of Cc1cc(C(=O)N2CCN(C)CC2)nn1CC(=O)NCCC1=CCCCC1 under AMPAR-TARP mod glutamate slope: 61.1
Entry of Cc1ccc(-c2ccc(=O)n(CCCNS(=O)(=O)c3ccc(F)cc3)n2)cc1 under AMPAR-TARP mod agonism max-min: 0.073
